Assay outcomes from PubChem.
Kir21 block = inhibitors of mouse Kir2.1 inward-rectifier potassium channel | Inward rectifier potassium channel 2 (Mus musculus), P35561 | HEK293-Kir2.1, FluxOR thallium flux fluorescence; active compounds read low | B-score at 10 µM | 310,000 compounds, 0.85% hits;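 active means fluorescence ratio B-score at or below minus 3 SD of library scores, with starting-brightness B-score within 2 SD, cut at about -4.2 in these data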;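 further: channel flux triggered by added potassium and thallium sulfate stimulus; B-score of peak minus minimum fluorescence over baseline after thallium stimulus; more negative B-score means stronger Kir2.1 block with less thallium influx; some compounds called inactive have numbers as strong as hits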
Target sequence (P35561 whole entry, looked up): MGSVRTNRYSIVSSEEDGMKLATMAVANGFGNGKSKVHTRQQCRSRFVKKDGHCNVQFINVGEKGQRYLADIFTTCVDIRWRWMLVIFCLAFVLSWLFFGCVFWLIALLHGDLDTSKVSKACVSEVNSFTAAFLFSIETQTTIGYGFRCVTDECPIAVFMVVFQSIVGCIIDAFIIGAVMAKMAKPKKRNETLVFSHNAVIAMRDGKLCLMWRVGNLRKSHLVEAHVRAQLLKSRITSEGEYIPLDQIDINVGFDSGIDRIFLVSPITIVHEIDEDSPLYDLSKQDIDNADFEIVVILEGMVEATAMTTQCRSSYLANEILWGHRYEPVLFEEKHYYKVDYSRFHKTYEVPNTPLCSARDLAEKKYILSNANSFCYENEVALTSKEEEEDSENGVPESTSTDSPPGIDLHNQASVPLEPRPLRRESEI
KCNQ2 inh = KCNQ2 potassium channel inhibitors, primary screen, cell-based, CHO-K1, FluxOR thallium flux, B-score (AID 2156) | Potassium voltage-gated channel subfamily KQT member 2 (Rattus norvegicus), O88943 | 20 min; active compounds read low | B-score at 10 µM | 310,000 compounds, 1.1% hits;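 active means fluorescence ratio B-score at most minus 3 library SDs, with starting brightness B-score within 2 library SDs, cut at about -5.5 in these data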
Numbers without * were called inactive; i = inactive.

Structure	Kir21 block	KCNQ2 inh
Cc1cc(C)c(CSc2ncc(-c3ccc([N+](=O)[O-])cc3)[nH]2)c(C)c1	1.7	i
O=C(CN1CCC(O)CC1)N1c2ccccc2C=Cc2ccccc21	0.36	i
O=C(N/N=C/c1cccnc1)C1CC1(c1ccccc1)c1ccccc1 (stereo not drawn)	-0.73	i
Cc1cccc(C)c1NC(=O)C(NC(=O)c1ccccn1)c1ccccc1[N+](=O)[O-] (stereo not drawn)	-0.02	i
Cc1ccc(NC(=O)c2ccc(S(=O)(=O)Nc3c(C)n(C)n(-c4ccccc4)c3=O)cc2)nc1	0.64	i
Cc1nc(Nc2cccc(C(F)(F)F)c2)nc2c1C(=O)CC(C)C2 (stereo not drawn)	-0.47	i
COc1ccc(OC)c(NC(=O)c2csc(Cl)c2OC)c1	1.21	i
CCOc1ccc(S(=O)(=O)Nc2cccc(C(=O)N3CCN(c4ccc(OC)cc4)CC3)c2)cc1	0.21	i
CCOc1cc(/C=N/NC(=O)c2ccc(CN3CCOCC3)cc2)ccc1OCc1ccccc1	0.97	i
O/N=C/c1ccccc1OCc1ccc(Cl)cc1	-0.01	i
Cc1c(C(=O)NCCc2ccccc2)oc2ccc(S(=O)(=O)N3CCC4(CC3)OCCO4)cc12	-0.6	i
CN(C)S(=O)(=O)c1ccc(NC(=O)CSc2nnnn2C)cc1	-0.2	i

The closing 6 compounds of the section before come first, to join the parts:
Structure	Kir21 block	KCNQ2 inh
COc1ccc(OC)c(NC(=O)c2csc(Cl)c2OC)c1	1.21	i
CCOc1ccc(S(=O)(=O)Nc2cccc(C(=O)N3CCN(c4ccc(OC)cc4)CC3)c2)cc1	0.21	i
CCOc1cc(/C=N/NC(=O)c2ccc(CN3CCOCC3)cc2)ccc1OCc1ccccc1	0.97	i
O/N=C/c1ccccc1OCc1ccc(Cl)cc1	-0.01	i
Cc1c(C(=O)NCCc2ccccc2)oc2ccc(S(=O)(=O)N3CCC4(CC3)OCCO4)cc12	-0.6	i
CN(C)S(=O)(=O)c1ccc(NC(=O)CSc2nnnn2C)cc1	-0.2	i
Cc1nc(-c2ccccn2)sc1C(=O)Nc1ccc(F)cc1	-1.23	i
Cc1cccc(-c2n[nH]c(=S)n2/N=C/c2cccs2)c1	0.35	i
COc1cccc(OC)c1C(=O)Nc1sc2c(c1C(N)=O)CCN(Cc1ccccc1)C2	-0.28	i
CC1CCCN(c2nc3ccsc3c(=O)s2)C1 (stereo not drawn)	0.9	i
COc1cc2c(cc1OC)C(C(=O)N1CCCCC1)C(c1ccccc1F)N(C)C2=O (stereo not drawn)	-0.81	i
Cc1ccc(CN2CCN(C3CCC3)CC2CCO)cc1 (stereo not drawn)	-1.75	i
O=C(NCc1ccco1)c1cc([N+](=O)[O-])ccc1N1CCOCC1	-0.15	i
CC1CCN(S(=O)(=O)c2ccc(NC(=O)c3ccco3)cc2)CC1	0	i
COc1cccc(OCCn2cc(C=O)c3ccccc32)c1	-0.33	i
O=C(NC1CCCCC1)c1ccc2c(c1)OCCO2	0.73	i
O=C(CSc1nnnn1-c1ccccc1)CC(=O)Nc1ccc(Cl)cc1	-0.88	i
Cc1cc(C)n(C(=O)C23CC4CC(CC(C4)C2)C3)n1	-0.54	i

The listing continues.
Structure	Kir21 block	KCNQ2 inh
CCOc1ccccc1CN1CCCC(CNC(=O)Cc2ccc(OC)cc2)C1 (stereo not drawn)	-1.47	i
O=C(COc1ccccc1)Nc1c2c(nn1-c1ccccc1)CS(=O)C2 (stereo not drawn)	-0.51	i
Cn1cc(/C=N/NC(=O)c2cc3cc(Br)ccc3o2)c2ccccc21	0.18	i
CCOC(=O)c1c(C)[nH]c(C(=O)OCc2csc(CC(=O)Nc3ccccc3C)n2)c1C	0.23	i
Cc1ccc(S(=O)(=O)N2CCC(C(=O)NCc3ccccc3Cl)CC2)cc1	0.55	i
O=S(=O)(N1CCOCC1)N1CCN(c2ccc(F)cc2)CC1	2.1	i
CC(C)(C)NCC(=O)c1c[nH]c2ccccc12	0.08	i
CCOC(=O)C1(Cc2ccccc2)CCN(Cc2ccon2)CC1	-0.99	i
O=C(O)COc1ccccc1/C=N/NC(=O)c1ccc2c(c1)OCCO2	1.23	i
COCCNC(=S)N1CCN(C)CC1	-2	i
Fc1ccc(CN2CCSCC2)cc1F	-1.37	i
CC1CN(CCOc2ccccc2[N+](=O)[O-])CC(C)O1 (stereo not drawn)	1.15	i

Next results.
Structure	Kir21 block	KCNQ2 inh
O=C(O)[C@H](Cc1ccccc1)N1C(=O)c2c(Cl)c(Cl)c(Cl)c(Cl)c2C1=O	-1.25	i
O=C(NCc1ccccn1)Nc1cccc(NC(=O)NCc2ccccn2)c1	0.04	i
CCOC(=O)c1[nH]c2ccccc2c1N=C(C)N(CC)CC	-1.08	i
Cc1cccc2c1-c1sc(C(=O)NCCCN3CCc4ccccc4C3)cc1CO2	-0.94	i
Cc1cccc(CC2CC(=O)N(C3CCCCC3)C2=O)c1 (stereo not drawn)	-0.47	i
O=C(N1CCCCC1)N1CCCN(C(=O)N2CCCCC2)CC1	-1.49	i
COC(=O)C1=C(C)Nc2[nH]c(=S)[nH]c(=O)c2C1c1ccc(OC)cc1 (stereo not drawn)	-0.01	i
CC1(C)Cc2nc3sc(C(=O)NCCCO)c(N)c3cc2CS1	-1.11	i
C(=N\Nc1nc(-c2ccccc2)cs1)/c1cccs1	0.15	i
CN(c1nc2nonc2nc1NC1CC1)C1CCOC1 (stereo not drawn)	0.01	i
Clc1ccc(N2CCN(Cc3ccco3)CC2)cc1	-0.02	i
Cc1nnc(SCC2=C(C(=O)O)N3C(=O)C(NC(=O)Cn4cnnn4)C3SC2)s1 (stereo not drawn)	0.17	i

Next part.
Structure	Kir21 block	KCNQ2 inh
C=COCCCNc1ncnc2sc(-c3ccccc3)cc12	2.05	i
COc1ccccc1-c1nnc(NC(=O)Cc2ccccc2)o1	-0.22	i
Cc1ccc(C)c(NC(=O)CN(C)C(=O)c2cc(S(=O)(=O)N3CCOCC3)ccc2N2CCCC2)c1	-1.57	i
O=C(COC(=O)c1ccc(S(=O)(=O)NCc2ccco2)cc1)Nc1ccc(OC(F)F)cc1	1.22	i
O=C(O)CSc1nnc(Cc2ccccc2)n1-c1ccccc1	-0.35	i
O=C(CNCC(=O)Nc1ccc(F)c(F)c1F)Nc1ccc(F)c(F)c1F	-1.33	i
CCN(CC)CCN1C(=O)C2C(C(=O)Nc3ccc(Br)cc3)C3C=CC2(O3)C1C(=O)NC1CCCCC1 (stereo not drawn)	0.53	i
CCN(CC)CCNc1ncnc2c1sc1nc(N3CCOCC3)c3c(c12)CCCC3	0.66	i
Cc1ccc(C2=N/C(=C\c3cccc(F)c3)C(=O)O2)cc1	1.17	i
COc1ccc(C)cc1N(CC(=O)Nc1cccc(N(C)S(C)(=O)=O)c1)S(C)(=O)=O	0.12	i
Brc1ccc2c(c1)C(C1=NCCN1)c1ccccc1CS2 (stereo not drawn)	0.8	i
O=C(N/N=C/c1cccc(Cl)c1)C(c1ccncc1)N1CCOCC1 (stereo not drawn)	0.04	i

Remaining list, next part.
Structure	Kir21 block	KCNQ2 inh
CCCCc1ccc(NC(=S)NCCCN2CCOCC2)cc1	0.03	i
CC(=O)NC(Cc1ccc(C)cc1)C(=O)NC1CCN(C(=O)c2ccc([N+](=O)[O-])cc2)CC1 (stereo not drawn)	2.66	i
COc1cc(CNn2nnnc2N)cc(Br)c1OCc1c(Cl)cccc1Cl	-1.02	i
Cc1ccc(NS(=O)(=O)c2ccc3c(c2)NC(=O)CCS3)cc1C	-1.23	i
CCOc1cc(CNCCN2CCOCC2)ccc1OCc1ccccc1Cl	-3.96	i
C=CCSc1nc2sc3c(c2c(=O)n1CC=C)CCc1ccccc1-3	-1.14	i
COc1ccc(-c2noc(CCC(=O)N3CCC(C)CC3)n2)cc1	0.91	i
Cc1cccc(NC(=O)CN2CCCCCC2)c1	-0.55	i
CCN(CC)CCOc1cccc(C(C)C)c1	0	i
COc1ccc(OC)c(CCNC(=O)CCCC(=O)n2ncc3cc(C)ccc32)c1	-0.21	i
CC(C)Cc1nnc(NC(=O)CCC(=O)NCCc2ccccc2)s1	-1.92	i
COCCCNC(=O)Nc1ccc(Br)cc1Cl	-0.43	i

(listing goes on)
Structure	Kir21 block	KCNQ2 inh
COc1c(C)cc(C(=O)C2CCCN(Cc3ccc(Oc4ncccn4)cc3)C2)cc1C (stereo not drawn)	0.29	i
COc1ccc(OCC(=O)Nc2c3c(nn2C(C)(C)C)CSC3)cc1	-1.19	i
O=C1CC(c2ccc(Cl)cc2)n2nc(NS(=O)(=O)c3ccc(F)cc3)nc2N1 (stereo not drawn)	-0.02	i
COC(=O)c1ccc(CSc2nc3ccccc3o2)cc1	0.07	i
CC(C)(C)c1ccc(CN2C(=O)CSC2=O)cc1	0.49	i
Cc1ccccc1NS(=O)(=O)c1ccc(OCC(=O)N2CCCCC2)cc1	0.78	i
COc1ccc(-c2c(C)n([O-])c3c([n+]2=O)CCCC3)cc1OC	0.64	i
CCN(CC(=O)NC1CCCCC1)S(=O)(=O)c1ccc(Cl)cc1	-1.22	i
COC(=O)c1ccc(NC(=O)CN2CCN(S(=O)(=O)c3cc(Cl)ccc3OC)CC2)cc1	0.15	i
C=CCN(C(=O)c1ccccc1)c1ccc(OC)cc1	-0.03	i
Cc1ccsc1-c1nc(CN2CCN(C)C(=O)[C@@H]2C)c(C)o1	-1.93	i
CN1C(C(=O)NCc2cccs2)=CC(c2ccc(F)cc2)=NS1(=O)=O	-0.15	i

Next section.
Structure	Kir21 block	KCNQ2 inh
COc1cc(C2OCC3C(c4ccc(OC5OC(CO)C(O)C(O)C5O)c(OC)c4)OCC23)ccc1O (stereo not drawn)	-0.27	i
O=C(O)c1ccc2nc(-c3ccccc3)c(-c3ccccc3)nc2c1	-1.65	i
CCOc1cc(/C=N/NC(=O)C2CCCC2)ccc1O	0	i
CN(Cc1ccccc1)c1nnc(N)s1	0.17	i
O=C(NCc1cccnc1)/C(=C\c1ccc(-c2ccc(Cl)c(Cl)c2)o1)S(=O)(=O)c1ccccc1	-0.43	i
CCn1c(SCC(=O)NC2CCCC2)nnc1C(C)NC(=O)c1ccccc1F (stereo not drawn)	0.49	i
O=C(CCC(=O)c1cccs1)OCC(=O)c1ccc(Cl)s1	-0.28	i
CCOc1ccc(S(=O)(=O)NCC(c2ccc3c(c2)OCO3)N2CCN(C)CC2)cc1 (stereo not drawn)	0.48	i
N#C/C(=C\c1ccc(OC(=O)c2ccccn2)cc1)C(N)=O	-0.57	i
COc1ccccc1N1CCN(C(=O)c2oc3c(c2C)C(=O)CC(C)(C)C3)CC1	0.15	i
Cc1nc(N(C)C)ncc1C(=O)O	-0.01	i
Cn1cc(C(=O)c2cccc(Cl)c2)cc1/C=N\O	0.3	i

Further compounds.
Structure	Kir21 block	KCNQ2 inh
COc1ccccc1-c1nnc(SCC(=O)NCc2ccco2)n1N	1.85	i
COc1ccccc1NC(=O)c1ccc2c(c1)CCN2S(C)(=O)=O	0.07	i
CC(=O)c1cccc(NC(=O)C2CC(=O)N(Cc3ccccc3)C2)c1 (stereo not drawn)	0.28	i
O=C(NCCc1ccccc1F)c1ccc2c(c1)OCCO2	-0.48	i
NC(=O)N/N=C/c1coc2ccc(O)cc2c1=O	-0.6	i
Cc1ccc(NC(=S)N2CCN(c3ccccn3)CC2)cc1C	0.73	i
CCN1CCc2c(OCc3ccccc3)cccc2C1=O	0.93	i
CSc1nc(C)c(Oc2ccccc2)c(=O)n1C	-1.4	i
COc1cccc(CN2CCN(Cc3ccc4c(NC(C)=O)cccc4n3)CC2CCO)c1 (stereo not drawn)	0.12	i
CC1(C)C(C=C(Cl)Cl)C1C(=O)N1CCN(Cc2ccccc2)CC1 (stereo not drawn)	-0.76	i
CC(C)(C)c1cc(NC(=O)NN2CCOCC2)nn1-c1c(Cl)cc(Cl)cc1Cl	0.99	i
COc1ccccc1NC(=O)Cn1cnc2c1c(=O)n(C)c(=O)n2C	0.37	i

(next part)
Structure	Kir21 block	KCNQ2 inh
CCOC(=O)c1c(C)n(C)c2ccc(OCC(O)CN3CCCCCC3)cc12 (stereo not drawn)	-1.26	i
COc1ccc(-c2nnc3n(CCc4ccccc4)c(=O)c4ccccc4n23)cc1OC	-2.97	i
CSCC[C@H](NC(=O)C1CCC(CNC(=O)[C@@H]2CCCN2C(=O)OC(C)(C)C)CC1)C(=O)O (stereo partly drawn)	0	i
COc1ccc(C(=O)NC(=S)Nc2cccnc2)cc1Cl	0.01	i
Cc1ccc(NC(=O)c2cccc3c2C(=O)N(C2CCCCC2)C3)c(Cl)c1	-0.63	i
CCOC(=O)N1CCN(C(=O)CNC(=O)c2ccc(Br)o2)CC1	-2.16	i
CC(C)Sc1nc2c(c(=O)[nH]c(=O)n2C)n1CC(O)COc1ccccc1 (stereo not drawn)	1.12	i
COc1ccccc1-n1nnnc1SCC(=O)Nc1ccc(C)c(N)c1	-4.81	i
CC(C)c1nc2c(s1)CCc1onc(-c3cccc([N+](=O)[O-])c3)c1-2	-0.26	i
Nc1c(C(=O)O)cnc2c(-c3ccc(Cl)cc3)cnn12	1.66	i
COc1ccccc1-c1nc2cc3ccccc3cc2nc1-c1ccccc1	-0.68	i
NC(=O)CN1CCN(Cc2ccc3c(c2)OCO3)CC1	-0.13	i
COc1ccc(-n2c(Cn3c(=O)sc4ccccc43)nnc2SCC(N)=O)cc1	1	i
CCOc1ccccc1NC(=O)NC(=O)N(C)S(=O)(=O)c1ccc(C)cc1	0.6	i
CNc1oc(-c2ccco2)nc1C#N	0.54	i
